# Dyrk1A ADPGlo: inhibitors of rat Dyrk1A kinase; Q63470; ADP-Glo luminescence, NFATc1 peptide; inhibition, % at 12.5 µM; 310,000 compounds, 0.43% hits; AID 504441; in the data active means inhibition above about 50%;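 further: plate controls were vehicle with enzyme for no effect and no enzyme for full effect; many of its hits are not listed in these tables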
# GSK3 alpha inh: blocks human GSK-3 alpha kinase; P49840; inhibition, % at 10 µM; 320,000 compounds, 0.1% hits; ADP-Glo luminescence, 60 min; AID 2650;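 in the data active means inhibition above about 50%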;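 further: GST-tagged GSK-3 alpha with peptide substrate and 25 µM ATP; 0% = DMSO neutral wells and 100% = GW8510 positive control wells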
# Target sequence (P49840 whole entry, looked up): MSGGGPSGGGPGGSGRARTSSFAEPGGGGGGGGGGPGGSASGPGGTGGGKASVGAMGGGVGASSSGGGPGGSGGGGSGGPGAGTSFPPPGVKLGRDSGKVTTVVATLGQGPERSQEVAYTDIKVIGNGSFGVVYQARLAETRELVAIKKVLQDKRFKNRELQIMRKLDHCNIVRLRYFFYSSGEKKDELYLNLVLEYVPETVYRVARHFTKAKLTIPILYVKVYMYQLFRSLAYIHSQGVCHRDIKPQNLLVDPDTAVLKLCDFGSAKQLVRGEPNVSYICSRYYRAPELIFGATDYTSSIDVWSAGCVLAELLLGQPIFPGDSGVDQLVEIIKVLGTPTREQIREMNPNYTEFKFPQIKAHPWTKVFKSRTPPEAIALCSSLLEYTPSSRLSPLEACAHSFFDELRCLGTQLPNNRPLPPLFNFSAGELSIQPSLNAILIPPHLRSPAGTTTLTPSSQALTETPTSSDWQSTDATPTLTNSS
# KCNK3 inh: human KCNK3 channel inhibition, primary screen; 340,000 compounds, 0.84% hits; O14649; B-score at 10 µM; CHO-KCNK3 thallium flux, FluxOR fluorescence; active compounds read low; AID 602410;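 active means B-score under library mean minus 4 SD, starting fluorescence ratio at most library mean plus 5 SD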;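 further: more negative B-score means stronger inhibition of thallium flux through KCNK3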
# Target sequence (O14649 whole entry, looked up): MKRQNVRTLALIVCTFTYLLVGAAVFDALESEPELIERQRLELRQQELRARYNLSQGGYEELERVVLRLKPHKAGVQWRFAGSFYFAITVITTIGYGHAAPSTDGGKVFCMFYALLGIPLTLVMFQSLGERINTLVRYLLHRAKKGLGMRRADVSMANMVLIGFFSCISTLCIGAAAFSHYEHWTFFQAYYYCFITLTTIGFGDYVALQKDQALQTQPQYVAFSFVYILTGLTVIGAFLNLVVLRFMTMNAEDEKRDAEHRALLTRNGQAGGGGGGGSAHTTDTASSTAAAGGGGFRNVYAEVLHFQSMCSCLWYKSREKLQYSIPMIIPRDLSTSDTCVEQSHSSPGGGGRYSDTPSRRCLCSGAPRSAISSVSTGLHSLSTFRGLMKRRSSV
# * marks the source's active call; other numbers are inactive results; i = inactive.
SMILES,Dyrk1A ADPGlo,GSK3 alpha inh,KCNK3 inh
O=C(O)C1=CC[C@@H](c2ccc(Cl)cc2)N(S(=O)(=O)c2ccc(Cl)cc2)[C@H]1c1ccc(F)cc1,-2,-6,i
CN(C)c1ccc(S(=O)(=O)N2CCC(Cc3ccccc3)CC2)cn1,0,-3,i
CN(Cc1cccs1)C(=O)COc1cccc2c1OC(C)(C)C2,-2,1,i
Fc1ccccc1-c1nc(-c2ccc(-c3nn[nH]n3)cc2)no1,59*,-2,i
N#Cc1ccc(C(=O)Nc2cc(-c3ccc(F)cc3)nn2-c2ccccc2)cc1,7,-1,i
C[C@@H]1CN([C@@H](C)CO)C(=O)c2cccc(NS(=O)(=O)c3cccs3)c2O[C@H]1CN(C)Cc1ccc(C(F)(F)F)cc1,5,-1,i
COc1ccccc1N(C)S(=O)(=O)c1ccc(C(=O)N(C)Cc2ccc(Cl)s2)cc1,-1,0,i
CN(C(=O)CSc1n[nH]c(=O)[nH]c1=O)c1ccccc1,-1,-1,i
CCOC(=O)[C@H]1[C@H]2COc3cc(OC)ccc3[C@@H]2N2C(=O)CN(Cc3ccc(C)cc3)C(=O)[C@@]12C,0,-3,i
CCOc1ccc(S(=O)(=O)NCC(=O)NC2CCCCC2)cc1,6,-1,i
Cc1cc(NC(=O)CSc2nc(C)c(C)n2CC(C)C)no1,2,1,i
O=C1CCC(=O)N1CN(Cc1ccco1)CN1C(=O)CCC1=O,11,0,i
O=C(CCNS(=O)(=O)c1ccc(OC(F)(F)F)cc1)NCCc1c[nH]c2ccccc12,-1,-2,i
CC[C@]1(c2ccccc2C)ON(c2ccccc2C(F)(F)F)C1=O,2,-2,i
CC(C)NC(=O)N(C)C[C@H]1Oc2ccc(NC(=O)Nc3ccc4c(c3)OCO4)cc2C(=O)N([C@H](C)CO)C[C@@H]1C,8,-4,i
O=S(=O)(NCCOc1ccccc1F)c1ccc(Cl)cc1F,-5,-2,i
COc1ccc(CCNS(=O)(=O)c2ccc3c(c2)CCCC3)cc1OC,-2,-2,i
CCOC(=O)C1=C(C)NC(=O)NC1c1ccco1 (stereo not given),3,0,i
CCn1nc(C(=O)NC2=NCCS2)c2ccccc2c1=O,-1,-2,i
CC(C)CC1(C)NC(=O)N(CC(=O)Nc2ccc3c(c2)OCCO3)C1=O (stereo not given),2,-1,i
COc1cc2cc(C[C@H](C)O)oc(=O)c2cc1OC,-1,0,i
O=C(NCCCN1CCCC1=O)c1cccc(S(=O)(=O)Nc2ccc(F)cc2)c1,0,6,i
Cc1ccc(C(=O)COC(=O)c2nc(Cl)ccc2Cl)cc1,6,-1,i
COc1cc(C)c(NC(=O)COc2ccc3c(c2)CCC3)cc1OC,-3,-2,i
CCCCn1c(N)c(N(CCOC)C(=O)c2ccc(N3CCCC3=O)cc2)c(=O)[nH]c1=O,3,1,i
CC(C)(C)NCC(O)COc1cccc2c1CCC(=O)N2 (stereo not given),7,0,i
CCN(CC(=O)NCc1cccs1)S(=O)(=O)c1cc(NC(C)=O)ccc1OC,6,0,i
COc1ccc(S(=O)(=O)N(C)C[C@H]2Oc3ccc(NC(=O)Nc4ccc5c(c4)OCO5)cc3CC(=O)N([C@@H](C)CO)C[C@@H]2C)cc1,6,-2,i
O=C(C[C@@H]1C/C=C\CC[C@@H](Cc2ccc(F)cc2)C(=O)OC[C@@H]2CCCN2C1=O)NCCO,-5,-3,i
COc1ccccc1N(Cc1ccccc1)S(=O)(=O)c1cccc(C(=O)N2CCCCC2)c1,4,0,i
O=C(c1nn2cccnc2c1Cl)N1CCN(c2ccccc2)CC1,0,0,i
CN(C)CCCN(C(=O)c1cccs1)c1nc(-c2ccccc2)cs1,3,1,i
O=C(COc1cccnc1[N+](=O)[O-])Nc1cc(Cl)ccc1Cl,-2,2,i
Cc1ccc(S(=O)(=O)N2CCCCC2)cc1NC(=O)c1cc2ccccc2o1,7,5,-9*
CCN(C(=O)COC(=O)c1ccccc1O)c1nc2ccccc2s1,5,1,i
CC1CCCN(S(=O)(=O)c2ccc(NC(=O)[C@@H]3CCCN3C(=O)c3cccs3)cc2)C1 (stereo not given in full),-2,2,i
Cc1nnc(SCC(=O)Nc2cccc(S(=O)(=O)N3CCCCC3)c2)s1,2,-2,i
C[C@H]1CN=C(Nc2ccccc2)N1CCc1ccc(F)cc1,-2,3,i
COc1ccc(C(C)=O)cc1COC(=O)C1CCN(C(=O)c2ccc(Cl)cc2)CC1,-1,-3,i
O=C(COC(=O)c1ccc(F)c(S(=O)(=O)N2CCOCC2)c1)NCCc1ccc(F)cc1,11,-3,i

# 6 compounds out of the list above, sorted by their value in Dyrk1A ADPGlo, high to low.
molecule | Dyrk1A ADPGlo | GSK3 alpha inh | KCNK3 inh
O=C(COC(=O)c1ccc(F)c(S(=O)(=O)N2CCOCC2)c1)NCCc1ccc(F)cc1 | 11 | -3 | i
Cc1ccc(C(=O)COC(=O)c2nc(Cl)ccc2Cl)cc1 | 6 | -1 | i
CCN(C(=O)COC(=O)c1ccccc1O)c1nc2ccccc2s1 | 5 | 1 | i
O=C(NCCCN1CCCC1=O)c1cccc(S(=O)(=O)Nc2ccc(F)cc2)c1 | 0 | 6 | i
COc1ccc(C(C)=O)cc1COC(=O)C1CCN(C(=O)c2ccc(Cl)cc2)CC1 | -1 | -3 | i
O=C(COc1cccnc1[N+](=O)[O-])Nc1cc(Cl)ccc1Cl | -2 | 2 | i

# The results go on.
SMILES,Dyrk1A ADPGlo,GSK3 alpha inh,KCNK3 inh
Cc1ccc(NC(=O)CN(C)C(=O)c2ccc(NS(=O)(=O)c3ccc4[nH]c(=O)[nH]c4c3)cc2)cc1,4,19,i
COc1cc2c(cc1OC)CN(C(=O)CSc1ccc(F)cc1)CC2,0,4,i
COc1ccc(C(=O)C(C)OC(=O)CNC(=O)c2ccco2)cc1 (stereo not given),1,-2,i
O=C(COC(=O)c1cc(Cl)ccc1O)NC(=O)NCc1ccccc1,1,14,i
Cn1cccc1C(=O)OCC(=O)NNC(=O)c1ccc([N+](=O)[O-])cc1,8,1,i
O=C(NCCN1CCOCC1)c1ccccc1OCc1ccccc1,0,-2,i
Cc1ccc(C(=O)NCC(c2cccs2)N(C)C)cc1S(=O)(=O)N1CCOCC1 (stereo not given),2,2,i
CC(=O)OCC1OC(OC2C[C@]3(C)C(CC(O)C4C([C@](C)(CCC=C(C)C)OC5OC(CO)C(O)C(O)C5O)CC[C@]43C)[C@@]3(C)CCC(O)C(C)(C)C23)C(O[C@@H]2OC(C)C(O)C(O)C2O)C(O)C1O (stereo not given in full),1,-2,i
O=C(NC1CC1)c1cc(=S)[nH]c2ccccc12,-1,-2,i
CC(=O)Oc1ccc(C#C/C=C2\c3ccccc3C(=O)N2c2ccccc2)cc1,-6,0,i
O=C(NCCC(=O)N1CCN(c2cccc(Cl)c2)CC1)c1ccc(Br)cc1,-1,-2,i
COc1ccc(Cn2cnc3sccc3c2=O)cc1,1,-2,i
CC(=O)N/C(=C/c1ccccc1)c1ccccc1,-4,-1,i
c1cc(CCCc2ccncc2)ccn1,0,-2,i
CC(C)(CNC(=O)c1cc([N+](=O)[O-])ccc1N1CCC(Cc2ccccc2)CC1)N1CCOCC1,4,0,i
CCOC(=O)C1=C(COC(=O)CCOc2ccc(OCC)cc2)NC(=O)NC1C (stereo not given),6,-2,i
O=C(CSc1nnc(C2CC2)n1-c1ccccc1)NC1CCS(=O)(=O)C1 (stereo not given),8,2,i
COc1ccc2c(c1)OC[C@H]1[C@H]2N2C(=O)[C@H](C)NC(=O)[C@@]2(C)[C@H]1c1ccccc1,16,1,i
O=C(COC(=O)c1ccc(S(=O)(=O)N2CCOCC2)cc1)NCc1ccccc1,-2,-1,i
CN(C)S(=O)(=O)c1cc(NC(=O)CSc2cccc[n+]2[O-])ccc1Cl,-1,0,i
Cc1ccc(CC(=O)OC(C)C(=O)NC2CCCCC2C)cc1C (stereo not given),-6,0,i
Cc1ccc(NC(=O)CN2CCN(S(=O)(=O)c3ccc(F)cc3)CC2)cc1C,1,-6,i
O=C(CN1C(=O)NC(CCc2ccccc2)C1=O)Nc1cccc(Br)c1 (stereo not given),0,-4,i
Cc1ccccc1C(=O)N1CCC(C(=O)NN2C(=O)NC3(CCCCC3)C2=O)CC1,2,-2,i
CCC1Nc2ncnc(N3CCCCC3)c2N(Cc2ccc(C)cc2)C1=O (stereo not given),12,-3,i
O=C(Nc1ccccc1Cl)C1CC(=O)N(Cc2ccco2)C1 (stereo not given),-3,-3,i
Cc1ccnc(SCC(=O)Nc2cccc(S(=O)(=O)N3CCOCC3)c2)n1,3,-1,i
CC(C)(C)C(C(=O)n1cccc1C#N)c1ccccc1 (stereo not given),4,-3,i
COc1ccccc1C(O)(C(=O)NN(C(=O)c1ccccc1)c1ccccc1C)c1cccs1 (stereo not given),5,-3,i
Cc1ccc(NC(=O)COC(=O)C2=NNC(=O)CC2)c(Br)c1,11,5,i
COc1ccc(Cl)cc1NC(=O)CN(C)C(=O)C1COc2ccccc2O1 (stereo not given),7,-3,i
CC1CCCC(NC(=O)COC(=O)/C=C/c2ccc(F)cc2)C1C (stereo not given),7,-2,i
O=C(NCCCN1CCOCC1)c1cccc(NS(=O)(=O)c2ccc(Br)cc2)c1,2,1,i
C1=C[C@@H]2CCN(Cc3ccccc3)Cc3cccc(c32)C1,-10,0,i
COc1ccccc1NS(=O)(=O)c1cccc(NS(=O)(=O)c2ccc(Cl)c(C(=O)O)c2)c1,-1,-4,i
COc1ccc(C)cc1NC(=O)c1ccc(OCc2c(C)noc2C)cc1,-4,0,i
Nc1nc(-c2ccc3c(c2)CCCC3)cs1,7,-1,i
O=S(=O)(Nc1ccccc1OC(F)F)c1ccc(S(=O)(=O)N2CCCC2)cc1,-3,-7,i
CCOC(=O)[C@H]1[C@H]2COc3ccccc3[C@@H]2N2C(=O)CNC(=O)[C@@]12C,10,0,i
CC[C@H](C)[C@@H](C(=O)NCCCCCCCCCCC(=O)N1CCN(C(=O)OC(C)(C)C)CC1)n1cc(CCCCCNC(=O)OC(C)(C)C)nn1,0,-2,i
COc1ccc(-c2csc(NC(=O)C3CSC4(C)CCC(=O)N34)n2)cc1 (stereo not given),-5,-8,i
COc1cc2cnc(-c3ccccc3)cc2cc1OC,16,0,i
C[C@H](CO)N1C[C@H](C)[C@@H](CN(C)CC2CCCCC2)Oc2c(NS(=O)(=O)c3cccs3)cccc2C1=O,6,-1,i
CN(CC1COc2ccccc2O1)C(=O)c1ccc(Cl)c(S(=O)(=O)N2CCCCCC2)c1 (stereo not given),-9,-2,i
O=C(OCc1ccccc1)C1=[N+]([O-])OC(C(=O)OCc2ccccc2)C1c1c[nH]c2ccccc12 (stereo not given),-4,-5,i
CC1CN(S(=O)(=O)c2ccc(C(=O)NC3CCCCC3)cc2)CC(C)O1 (stereo not given),-4,-1,i
COc1ccc([C@H]2CC(=O)C=C(c3c(OC)cccc3OC)C2)cc1,-6,-3,i
Cc1nn(C)c(C)c1S(=O)(=O)N(CC(=O)Nc1ccc2c(c1)OCO2)c1ccc(C(C)C)cc1,-1,-3,i
Cc1csc(SCC(=O)Nc2ccc3[nH]c(=O)[nH]c3c2)n1,12,-5,i
CC(C)(C)OC(=O)NCCCCCNC(=O)c1nc[nH]c1C(=O)NCC(=O)OCc1ccccc1,-1,1,i
O=C(CSc1nc2ccccc2c(=O)n1CCCN1CCOCC1)Nc1ccc(Br)cc1,4,-1,i
Nc1ncnc2c1ncn2[C@@H]1O[C@H](CN2CCCS2(=O)=O)[C@@H](O)[C@H]1O,4,0,i
CCOc1ccc(/C=C(\C(=O)O)c2ccc(S(=O)(=O)N3CCCCC3)s2)cc1OC,0,-1,i
On1onc2c3cc(-c4ccccc4)nc3ccc21,4,0,i
CN(CC(=O)Nc1sccc1C(N)=O)S(=O)(=O)c1ccc(Cl)cc1,4,5,i
CC(OC(=O)c1ccc(NC(=O)CC#N)cc1)C(=O)NCCC1=CCCCC1 (stereo not given),-1,-4,i
CCCCn1c(N)c(N(CCOC)C(=O)CN(C)CC(=O)Nc2ccc(Cl)c(Cl)c2)c(=O)[nH]c1=O,5,-2,i
Cc1ccc(C)c(OCCC(=O)NNC(=O)c2cc(C)oc2C)c1,6,-5,i
COCCCNC(=O)Cn1ccc(N)nc1=O,3,-4,i
COc1ccc(CN(C)S(=O)(=O)c2c(C)noc2C)cc1OC,-5,-1,i

# Of the compounds above, three contain a cyano group:
SMILES,Dyrk1A ADPGlo,GSK3 alpha inh,KCNK3 inh
N#Cc1ccc(C(=O)Nc2cc(-c3ccc(F)cc3)nn2-c2ccccc2)cc1,7,-1,i
CC(C)(C)C(C(=O)n1cccc1C#N)c1ccccc1 (stereo not given),4,-3,i
CC(OC(=O)c1ccc(NC(=O)CC#N)cc1)C(=O)NCCC1=CCCCC1 (stereo not given),-1,-4,i

# (list continues)
SMILES,Dyrk1A ADPGlo,GSK3 alpha inh,KCNK3 inh
CC(C)(C)OC(=O)C[C@@H]1C/C=C\C[C@@H](CC(=O)N[C@H](CO)Cc2ccccc2)C(=O)N2CCC[C@@H]2COC1=O,6,-3,i
OCC[C@H]1C[C@@H](O)[C@H](O)[C@@]2(OCc3ccccc32)O1,-13,-2,i
Nc1ncnc2c1ncn2[C@@H]1O[C@H](CNCc2ccc(-n3cccn3)cc2)[C@@H](O)[C@H]1O,3,0,i
CC(C)(C)OC(=O)[C@H](Cc1ccccc1)NC(=O)c1nc[nH]c1C(=O)N1CCNCC1,-1,2,i
COc1ccc([C@H]2CC(=O)C=C(c3cc(C)ccc3F)C2)cc1,-3,-2,i

# Compound activity deposited in PubChem BioAssay by several laboratories.

# Not all compounds are listed (hit frequency here may not be typical).
